Screening results deposited in PubChem by National Center for Advancing Translational Sciences (NCATS).
SW480 rerep: inducers of DNA re-replication in SW480 colon cancer cells. Potency, µM (titrated, usually from 46.1 µM), for inactives: at the top dose re-replication activation, actives largely listed as activators. SW480 DNA re-replication, Hoechst DNA content imaging, 48 h. actives 1.8% (n = 340,000); further: potency means the concentration at half of the fitted maximal effect; % of control where 0% means no effect; nearly all actives have a fitted effect of over 55% in size
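Compounds, transferred as 23 nL by pin tool, were incubated with cells for 48 hr; DNA content per nucleus was then quantified by Hoechst staining and fluorescence plate imaging.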
MCF10A rereplic: DNA re-replication induction in MCF 10a cells; MCF 10A DNA re-replication, Hoechst nuclear intensity, 48 h; Potency, µM (highest dose often 46.1 µM), inactives show at the highest dose activity, positive = re-replication, hits mostly activators; actives 2.9% (n = 350,000); AID 624296; further: potency means the concentration at half of the fitted maximal effect; % of control where 0% means no effect; nearly all actives have a fitted effect of over 50% in size
IL-1B inflam inh: blocks inflammasome-driven IL-1 beta release; THP-1 LPS/ATP IL-1B secretion, AlphaLISA, 16 h; active compounds read low; activity change, % at 57.5 µM; actives 4.7% (n = 360,000); AID 743279; in the data active means activity change below about -50%; inconclusive means mostly about -30% to -49%; further: on the % scale 0 is the no-effect control and ±100 the full control effect
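Secreted IL-1B measured by AlphaLISA bead assay after 16 h compound exposure of THP-1 cells; compounds (final up to 57.5 uM) added 1 h before LPS (250 ng/mL) and ATP (1.25 mM) stimulation; lower signal means less secretion.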
ATXN2 expr inh: ATXN2 expression inhibition; actives 0.72% (n = 360,000); HEK-293 ATXN2-luciferase reporter, luminescence, 24 h; Potency, µM (titrated, usually from 57 µM), for inactives: at the highest dose activity change, negative = inhibition, hits mostly inhibitors; further: potency means the concentration at half of the fitted maximal effect; on the % scale 0 is the no-effect control and ±100 the full control effect; nearly all actives have a fitted effect of over 55% in size
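ATXN2-luciferase reporter cells (luciferase flanked by upstream and downstream ATXN2 gene portions) were treated 24 h at 37 °C with compounds at up to 57 uM. SteadyGlo luminescence gave expression; GF-AFC fluorescence gave viability.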
HepG2 viability: counter-screen for TGF-b inhibitors: cytotoxicity in HepG2 cells | HepG2 CAGA-GFP viability, ATP luminescence, 18 h | Potency, µM (top dose mostly 46.1 µM), for the others: at the highest dose activity change, negative = cytotoxicity, most hits filed as cytotoxic | actives 0.76% (n = 410,000); further: potency means the concentration at half of the fitted maximal effect; some results filed as inactive show a strong effect at the top dose
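HepG2 CAGA-GFP cells (1000/well, DMEM with 1% FBS) received compound, then TGF-beta at 500 pg/mL final, and were incubated 18 hours at 37 degrees C. Viability was read by CellTiter-Glo luminescence. Media-only wells were set as complete cell-killing and DMSO as no toxicity.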
KB-3-1 tox: kills parental KB-3-1 adenocarcinoma cells; KB-3-1 viability, CellTiter-Glo ATP luminescence, 72 h; Potency, µM (top dose mostly 46.1 µM), for the others: top-dose activity change, negative = cytotoxic, usual class: cytotoxic; actives 1.4% (n = 400,000); further: potency means the concentration at half of the fitted maximal effect; on the % scale 0 is the no-effect control and ±100 the full control effect; nearly all actives have a fitted effect of over 60% in size
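Multi-concentration cytotoxicity screen in KB-3-1 cells grown in DMEM lacking phenol red with 10% FBS. After 72 h at 37 °C with compound, ATP-dependent luminescence was recorded.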
HT1080NT lethal: kills 2HG-producing HT-1080-NT fibrosarcoma cells. HT-1080-NT fibrosarcoma viability, CellTiter-Glo ATP luminescence, 48 h. Potency, µM (titrated, usually from 46.1 µM), without a hit: top-dose activity, negative = less viability, hits mostly cytotoxic. actives 1.6% (n = 360,000);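 further: NT is the 2HG producing partner of a matched IDH1 knockdown line; potency means the concentration at half of the fitted maximal effect; 0% = DMSO-treated cells and -100% = media-only wells without cells; nearly all actives have a fitted effect of over 55% in size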
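Viability of the 2HG-overproducing fibrosarcoma line after 48 hours of compound exposure at 37 degrees C was determined by luminescence with CellTiter-Glo, and concentration-effect curves were then fitted and categorized.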
ATXN viability: cell viability loss in ATXN counter-screen; S2 cells (HEK-293 line with an ATXN2-luciferase reporter) viability, CellTiter-Fluor protease fluorescence, 24 h; Potency, µM (top dose mostly 56.7 µM), most hits filed as cytotoxic; actives 0.49% (n = 400,000); further: potency means the concentration at half of the fitted maximal effect; nearly all actives have a fitted effect of over 40% in size
HT1080 IDH1KD tx: kills HT-1080 cells with IDH1 knockdown | HT-1080 IDH1 knockdown viability, ATP luminescence, 48 h | Potency, µM (highest dose often 46.1 µM), inactives show top-dose activity, negative = toxicity, actives largely listed as cytotoxic | actives 2% (n = 360,000);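 further: potency means the concentration at half of the fitted maximal effect; 0% = DMSO wells and -100% = cell-free medium wells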
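Luminescent ATP read-out (CellTiter-Glo, 10 min at room temperature) after 48 h compound exposure at 37 °C gave viability of IDH1-knockdown HT-1080 cells. Activity was normalised to DMSO and cell-free wells, then fitted as concentration-response curves.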
An asterisk follows results filed as active; i = inactive; ? = inconclusive; · = no result given; [ ] = dose if it differs, or a comment. Unless noted, the call rests on the fitted dose curve; in most records, active means well fitted curve in the direction sought with a large enough effect; inconclusive means small, poorly fitted or top-dose-only effect, or another doubt; inactive means no such curve, though single readings can be large; an effect the other way counts as inactive or inconclusive.

SMILES | SW480 rerep | MCF10A rereplic | IL-1B inflam inh | ATXN2 expr inh | HepG2 viability | KB-3-1 tox | HT1080NT lethal | ATXN viability | HT1080 IDH1KD tx
O=C1NCN(c2ccccc2)C12CCN(C(c1cccs1)c1nnnn1Cc1ccccc1)CC2 (stereo not given) | · | · | -21 | ? | 4% | -4% | ? | · | ?
COP(=O)(OC)c1nc(-c2cccc3ccccc23)oc1N1CCOCC1 | -4% | 0% | -11 | -19% | -37% | -5% | -7% | i | -13%
CCCCNC(=O)Nc1ccc(C(O)(C(=O)OC)C(F)(F)F)cc1 (stereo not given) | -8% | 6% | 17 | 32% | -2% | -3% | 1% | i | -2%
CN(C(=O)Oc1ccc(F)cc1)c1ccccc1 | ? | -4% | -10 | 2% | -9% | 4% | 2% | i | 7%
C[C@]12CC[C@@H]3c4cc(O)c(O)cc4CC[C@H]3[C@@H]1CC[C@@H]2O | ? | 26µM* | -15 | -15% | -21% | 6.5µM* | ? | ? | 6.5µM*
CC1CN2C(=O)C1(c1ccccc1)C(=O)NC2=S (stereo not given) | · | · | 10 | · | -12% | 18% | 7% | i | 9%
CN1C(=O)N(C)C(=O)C2(Cc3ccccc3N3CCCC32)C1=O (stereo not given) | 13% | 3% | 5 | -2% | 11% | 4% | 15% | i | 18%
Cc1cccc(Cn2cc(C=O)c3ccccc32)c1 | 19% | 18% | -24 | ? | -35% | 18µM* | -10% | i | ?
COc1cc2c(cc1OC)C(C(=O)NC(C)C)C1CCCCN1C2=O (stereo not given) | -2% | -3% | 10 | 6% | -13% | 5% | 2% | i | -1%
CSc1cccc(NC(=O)C2CCN(C(=O)c3cnn(-c4ccccc4)c3-n3cccc3)CC2)c1 | · | · | · | ? | -20% | ? | · | ? | ·
CC(c1ccc(F)cc1)n1cc(C(=O)NCc2ccc3c(c2)OCO3)nn1 (stereo not given) | -2% | 3% | -8 | 14% | -26% | 13% | -10% | ? | -20%
CNC(=O)Oc1cc2c(cc1C(C)(C)C)CCC2 | 18% | ? | -2 | 7% | -4% | -23% | -21% | i | -23%

Some entries already given, showing only ATXN viability and HT1080 IDH1KD tx.
mol	ATXN viability	HT1080 IDH1KD tx
C[C@]12CC[C@@H]3c4cc(O)c(O)cc4CC[C@H]3[C@@H]1CC[C@@H]2O	?	6.5µM*
CSc1cccc(NC(=O)C2CCN(C(=O)c3cnn(-c4ccccc4)c3-n3cccc3)CC2)c1	?	·
CC(c1ccc(F)cc1)n1cc(C(=O)NCc2ccc3c(c2)OCO3)nn1 (stereo not given)	?	-20%

Other records
SMILES | SW480 rerep | MCF10A rereplic | IL-1B inflam inh | ATXN2 expr inh | HepG2 viability | KB-3-1 tox | HT1080NT lethal | ATXN viability | HT1080 IDH1KD tx
CCOP(=O)(OCC)C(NS(=O)(=O)c1ccccc1)C(Cl)(Cl)Cl (stereo not given) | -4% | 13% | 9 | 1% | -6% | -6% | -9% | i | 3%
S=C(N1CCCCCC1)N1CC1 | 11% | -1% | 6 | -25% | -35% | ? | -2% | i | 0%
Cc1ccc(O)c(CN2CCN(c3ccccc3)CC2)c1 | -2% | 8% | -17 | 6% | -28% | -9% | 9% | i | 1%
COc1ccccc1N1C(=O)NC(=O)/C(=C/c2ccc([N+](=O)[O-])s2)C1=O | 26% | ? | -62* | 11% | 11% | 7% | -26% | i | ?
COc1ccc(/C=C/C(=O)c2ccccc2)cc1COc1ccc(F)cc1 | ? | ? | -52* | ? | -18% | -3% | ? | ? | ?
COc1ccc(OC)c(C2=NOC(C(=O)N3CCC4(CC3)OCCO4)C2)c1 (stereo not given) | -5% | 16% | 1 | 0% | -4% | -10% | 11% | i | -6%
COC(=O)C1=C(c2cccc(OC)c2OC)C[C@@H]2CC[C@H]1N2C(=O)NC(C)C | -10% | 1% | 15 | 2% | 8% | 0% | 6% | i | 8%
Cc1ccc(-c2cc(C(=O)N3CCC4(CC3)OCCO4)no2)cc1 | -4% | -2% | ? | 5% | -1% | -25% | 14% | i | 14%
COc1ccc2nc3oc(C(=O)N4CCC5(CC4)OCCO5)cc3cc2c1 | 11% | -2% | -11 | 11% | -9% | 9% | 12% | i | 7%
COC(=O)C1=C(c2ccc(F)cc2F)C[C@@H]2CC[C@H]1N2C(=O)NCCOc1ccc(OC)cc1 | -1% | 23% | -9 | -12% | -22% | -4% | 14% | i | 9%
C=CCN1C(=O)c2ccccc2Sc2ccc(C(=O)N3CCC4(CC3)OCCO4)cc21 | -4% | 2% | 14 | -15% | 0% | ? | 2% | i | ?
Fc1cccc(F)c1CN1CCN(c2ccc(Cl)cc2)CC1 | -16% | -1% | 8 | -12% | -36% | 15% | 3% | · | 4%
COc1ccc(CCC(=O)NCCc2cnc[nH]2)cc1 | -26% | 5% | 20 | 27% | 0% | -5% | -1% | i | 1%
COc1ccc(S(=O)(=O)N2CCOCC2)cc1NC(=O)COC(=O)Cc1ccccc1 | ? | -2% | -8 | 3% | 3% | 18% | -4% | i | -1%
COc1cccc(N2C(=O)NC(=O)/C(=C\c3cn(C)c4ccccc34)C2=O)c1 | -10% | 1% | 23 | · | 2% | 0% | -3% | i | -1%
COc1ccccc1OCC(=O)N1CCN(Cc2ccc3c(c2)OCO3)CC1 | 1% | 0% | -11 | -4% | -18% | -3% | -2% | i | 4%
O=C1NC(=S)N(c2ccc(F)cc2)C(=O)/C1=C\c1ccoc1 | 0% | -3% | 30 | -24% | -1% | 5% | 1% | · | 6%
N#CC1c2ccccc2-n2nncc2CN1S(=O)(=O)c1ccc(Cl)cc1 (stereo not given) | -9%[9.22 µM] | 5% | 8 | 3% | -13% | 1% | 21% | i | 11%
O=C(O)C(Cc1cnc[nH]1)NS(=O)(=O)c1ccc(Br)cc1 (stereo not given) | -1% | 0% | 7 | -7% | 5% | -1% | ? | i | 17%
COc1ccc2[nH]cc(CCN(C)C)c2c1 | -32% | 1% | 4 | 1% | 3% | 0% | 1% | i | 0%
COP(=O)(Cc1ccc(C#N)o1)OC | -4% | 0% | 29 | 9% | 7% | 8% | -1% | i | 0%
O=C(Nc1ccon1)c1cccn(Cc2ccccc2)c1=O | · | · | · | 7% | -24% | 6% | · | i | ·
OC(c1ccncc1)(c1ccc(F)cc1)c1ccc(F)cc1 | -3% | 0% | -7 | -5% | -36% | 10% | 0% | i | 0%
CC/C(=N\Nc1cccc2ccccc12)c1c(O)[nH]c(=O)[nH]c1=O | 6% | ? | -11 | ? | 9% | 11% | -21% | i | -16%
C=CCn1c(O)c(/C=C/C=Nc2ccccc2)c(=O)[nH]c1=O | ? | 0% | 0 | 0% | 11% | 0% | 8% | i | 4%
CCCCn1c(=O)c(C(=O)Nc2ccccc2)c(O)c2ccccc21 | 1% | -2% | 17 | 13% | -9% | -3% | 9% | i | 14%
COc1ccc(NP2(=O)NCCCN2)cc1 | -10% | -39%[inhibitor] | 3 | 5% | 8% | 9% | 3% | i | 0%
OC(Cn1c2ccccc2c2ccccc21)C[n+]1ccccc1 (stereo not given) | -3% | 4% | -4 | 12% | -7% | ? | 2% | i | 0%
C[C@]12CCC3C(CC[C@H]4C[C@@H](O)CC[C@]34C)C1C/C(=N/O)[C@@H]2O (stereo not given in full) | -5% | 3% | 47 | 6% | -3% | -1% | -12% | i | 0%
CCN1CCN(Cc2ccc(C)cc2)CC1 | -9% | 5% | 9 | 0% | 3% | 10% | 1% | i | -1%
O=C(c1ccccc1[N+](=O)[O-])N1CCC2(CC1)OCCO2 | ? | 2% | -5 | -28% | -13% | ? | -3% | i | 3%
CCOc1cc(C2C(C#N)=C(N)Oc3c2c(=O)oc2ccccc32)ccc1OC(=O)c1cccs1 (stereo not given) | 1% | 3% | -4 | 10% | 0% | 26% | 2% | i | 1%
COc1cccc(-c2nc3ccc(N4CCN(C)CC4)cc3[nH]2)c1 | 19% | ? | -10 | ? | -11% | 7% | -15% | i | -16%
CCOC(=O)C1=C(N)Oc2cc(C)oc(=O)c2C12C(=O)N1c3c(cccc32)C(C)=CC1(C)C (stereo not given) | 3% | 1% | -6 | -7% | -10% | 14% | -6% | i | 10%
COc1ccccc1CC(=O)Nc1ccc2c(c1)OC1(CCCC1)O2 | ? | 0% | -74* | 2% | -5% | 0% | -7% | i | -12%
CC(C)CCN1CCN(Cc2c(F)cccc2Cl)CC1CCO (stereo not given) | -3% | -4% | -2 | · | -19% | -15% | -10% | i | -1%
Cc1nn(Cc2ccc(Cl)cc2Cl)c(Cl)c1C(=O)Nc1ccc(OC(F)F)cc1 | 6% | ? | 21 | -17% | -7% | -2% | -22% | i | ?
CC(=NCc1ccc2c(c1)OCO2)c1c(O)n(-c2ccccc2)c(=O)[nH]c1=O | -4% | -1% | -16 | -20% | 3% | ? | -2% | i | ?
O=C(Nc1ccc2c(c1)OCO2)c1cccn(Cc2ccc(F)cc2)c1=O | · | · | · | -4% | -3% | -4% | · | ? | ·
O=C(c1ccc2c(c1)ncn2C1CCCCCC1)N1CCC2(CC1)OCCO2 | ? | ? | -2 | -11% | -2% | ? | ? | i | ?
CCCOc1ccc(C2SCC(=O)Nc3c2c(C)nn3-c2cccc(C)c2)cc1OC (stereo not given) | · | · | · | -17% | -22% | ? | · | ? | ·
CCNC(=S)N1CCn2cccc2C1c1cccnc1 (stereo not given) | -9% | -17% | 4 | 9% | -8% | -4% | -13% | i | 0%
COC(=O)NC(=C(Cl)Cl)P(=O)(c1ccccc1)c1ccccc1 | -6% | 0% | -12 | · | -25% | 1% | 0% | i | 2%
COC(=O)C1=C(c2c(C)noc2C)C[C@@H]2CC[C@H]1N2C(=O)NCCOc1ccc(OC)cc1 | 2% | -1% | 18 | 7% | 0% | 7% | 20% | i | 8%

Not all compounds are listed. The share of hits here may be higher or lower than overall.
